# Runt-SMMHC FRET = blocks binding of human RUNX1 Runt domain to CBFb-SMMHC; Q01196+Q13951; Cerulean-Runt/Venus-CBFb-SMMHC FRET ratio 530/480, 1 h; inhibition, % at 20 µM; 220,000 tested, 0.74% active; AID 1434;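 active means mean inhibition across duplicate retests at 20 µM reaching about 50%, limit read from the data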;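 further: 0% = DMSO wells and 100% = wells with excess untagged CBFb-SMMHC; inhibitors lower the FRET ratio by blocking Runt binding to CBFb-SMMHC; some results filed as inactive read as strong as hits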
# Target sequence (Q01196 whole entry, looked up, the tested form may be a part): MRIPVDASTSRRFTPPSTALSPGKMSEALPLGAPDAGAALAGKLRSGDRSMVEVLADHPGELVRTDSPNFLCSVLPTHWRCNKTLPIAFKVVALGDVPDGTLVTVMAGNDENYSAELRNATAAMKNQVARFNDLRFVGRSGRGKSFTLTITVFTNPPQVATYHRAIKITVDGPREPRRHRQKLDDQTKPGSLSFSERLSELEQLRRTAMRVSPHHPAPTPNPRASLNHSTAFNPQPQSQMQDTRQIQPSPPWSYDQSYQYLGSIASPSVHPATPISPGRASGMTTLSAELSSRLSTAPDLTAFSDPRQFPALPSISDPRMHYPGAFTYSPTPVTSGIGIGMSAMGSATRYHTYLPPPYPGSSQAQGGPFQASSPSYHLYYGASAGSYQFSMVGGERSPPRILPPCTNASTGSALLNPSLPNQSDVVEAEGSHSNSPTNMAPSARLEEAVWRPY
# Target sequence (Q13951 whole entry, looked up, the tested form may be a part): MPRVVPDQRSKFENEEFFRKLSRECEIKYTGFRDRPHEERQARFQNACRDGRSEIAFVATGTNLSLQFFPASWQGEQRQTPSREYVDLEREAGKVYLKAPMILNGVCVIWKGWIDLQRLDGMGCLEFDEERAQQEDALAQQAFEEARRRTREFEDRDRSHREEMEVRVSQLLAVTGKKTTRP
# Mdm2 ligase inh = Mdm2 E3 ligase (human) inhibition; AID 1230; Q00987; 210,000 tested, 0.11% active; cell-based MDM2 ubiquitination luciferase reporter, 2 h; 0 = plate control, 100 = twice control, blank-subtracted; signal enhancement, % at 5 µM;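 active means signal enhancement of 30% or more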;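 further: luminescence tracks abundance of the self-degrading MDM2-luciferase fusion protein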
#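 Material: Stable MDM2–luciferase fusion reporter cells | Amount: 2000 cells seeded into each well | Dosing: One concentration, 5 µM, with 0.2% DMSO | Incubation: 4 h cell settling then 2 h compound exposure, 37 °C | Measured by: Luciferase luminescence | Read-out basis: % enhancement relative to plate controls after blank subtraction | Benchmarks: Control and blank well means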
# NPY-Y2 PAM-ag = human NPY-Y2 potentiation or agonism, primary screen. cells expressing NPY-Y2, potentiator/agonist read-out. activation, % at 3.6 µM. 220,000 tested, 0.45% active; in the data active means activation above about 27%;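 further: cells stimulated with NPY near EC25 plus isoproterenol at EC100; 0% = vehicle plus submaximal agonist and 100% = vehicle plus saturating agonist; some results beyond the cut were filed as inactive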
# p97 ATPase inh = inhibitors of human p97 ATPase; 220,000 tested, 0.42% active; inhibition, % at 8 µM; recombinant p97 ATPase, Kinase-Glo ATP luminescence, 3 h; in the data active means inhibition above about 15%;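 further: 0% = DMSO vehicle and 100% = wells lacking enzyme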
# NPY-Y1 antag = NPY-Y1 (human) receptor antagonism | P25929 | inhibition, % at 3.6 µM | 200,000 tested, 1% active | HEK293-CNG Y1 cells, membrane potential fluorescence; NPY at EC95, then isoproterenol | AID 1040;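 active means inhibition above the campaign mean inhibition of all tested compounds plus 3 SD, cut at about 20% in these data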;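 further: 0% = DMSO wells given NPY plus isoproterenol and 100% = isoproterenol alone without NPY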
#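 Material: HEK293 Y1/CNG channel cell line | Also added: NPY (25 nM), isoproterenol (1 µM), Ro 20-1724 (25 µM) | Compound: One concentration, 3.6 µM, in 0.4% DMSO | Schedule: 3 h dye uptake, 1 h room-temperature compound, 45 min post-isoproterenol | Signal: Membrane-potential fluorescent dye readout | Read-out: % inhibition of NPY effect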
# Hck Nef HTS = inhibitors of human Hck kinase activated by Nef. P08631. Recombinant Hck-YEEI plus Nef, Z-Lyte FRET kinase assay. inhibition, % at 20 µM. 220,000 tested, 0.68% active. AID 463187;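 active means Hck-Nef kinase inhibition above about 50%, limit read from the data; inactive means inhibition below that limit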;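 further: 0% = DMSO with Hck plus Nef and 100% = Hck alone without Nef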
# RBBP9 inh = inhibitors of human serine hydrolase RBBP9. O75884. recombinant RBBP9, FP-Rh probe fluorescence polarization. inhibition, % at 7.94 µM. 220,000 tested, 0.2% active;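 active means inhibition above the campaign mean of all tested compounds plus 3 SD, cut at about 14% in these data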;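 further: plate controls were DMSO wells with RBBP9 for no effect and wells lacking RBBP9 protein for full effect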
# Target sequence (O75884 whole entry, looked up): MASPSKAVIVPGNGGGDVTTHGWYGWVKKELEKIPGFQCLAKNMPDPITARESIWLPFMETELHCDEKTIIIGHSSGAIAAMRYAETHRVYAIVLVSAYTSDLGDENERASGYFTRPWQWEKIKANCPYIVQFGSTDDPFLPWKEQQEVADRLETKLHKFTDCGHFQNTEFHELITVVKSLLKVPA
#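 Test system: recombinant human RBBP9; Timing: 30 min then 45 min, 25 °C; Detection: fluorescence polarization; Control set: RBBP9 with DMSO as uninhibited control, no-protein wells as full inhibition; Compound dosing: one concentration, 7.94 µM nominal, 0.794% DMSO; Probe or stimulus: FP-Rh activity-based probe, 375 nM before mixing.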
# Runt-CBFb FRET = blocks binding of human RUNX1 Runt domain to CBFb; Q01196+Q13951; Cerulean-Runt/Venus-CBFb FRET ratio 530/480, 1 h; inhibition, % at 20 µM; 220,000 tested, 0.46% active; AID 1496;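 active means inhibition over about 50% at 20 µM in the single-dose screen, limit read from the data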;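 further: 0% = DMSO wells and 100% = excess unlabeled CBFb competitor control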
#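 Buffer or medium: Tris pH 7.5 buffer with BSA. Assay system: Cerulean-labeled Runt domain protein. Amount: each fluorescent fusion protein 100 nM. Read-out basis: loss of energy transfer signal. Incubation: 1 h compound exposure, room temperature. Probe or stimulus: Venus-CBFb binding partner, 100 nM. Detection: FRET, excitation 422 nm, emission at 530 and 480 nm.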
# NPY-Y1 PAM-ag = potentiators or agonists of human neuropeptide Y receptor Y1; NPY-Y1 expressing cells, potentiator/agonist activation; activation, % at 3.6 µM; 220,000 tested, 0.37% active; in the data active means activation above about 33%, passing the limit was not always enough;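 further: cells stimulated with NPY at EC10 then isoproterenol at EC100; 0% = low agonist plus stimulus and 100% = saturating agonist plus stimulus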
# * = called active by the depositor; x = no result given. This is a random part of the collection, and some 3.5% of all compounds hit somewhere here.
molecule	Runt-SMMHC FRET	Mdm2 ligase inh	NPY-Y2 PAM-ag	p97 ATPase inh	NPY-Y1 antag	Hck Nef HTS	RBBP9 inh	Runt-CBFb FRET	NPY-Y1 PAM-ag
COc1ccc(CCN2C(=O)CC(N3CCN(S(=O)(=O)c4ccccc4)CC3)C2=O)cc1 (configuration not stated)	0.5	-6.2	10.3	-0.4	-1.6	-0.9	-10.3	-1.8	7.2
Cc1cccc2sc(NC(=O)CSc3nc4ccccc4o3)nc12	-2.8	-7.7	-2.2	-8.2	6.4	0.3	-3.3	-0.8	-12.1
COc1ccc(Oc2c(C)oc3c(CN(C)C)c(O)ccc3c2=O)cc1	0.4	-21.8	-24.4	1.4	-6.0	1.8	4.2	2.8	-6.3
CC(C)N1CC(C(=O)O)CC1=O (configuration not stated)	-2.8	-22.4	-3.0	-1.5	0.0	-9.8	-12.3	-1.4	-13.7
Cc1ccc(/C=C/C(=O)NC2CCCCCCC2)o1	50.3	14.4	3.2	-3.5	3.5	-47.1	-9.7	38.9	-6.9
CCOC(=O)CSc1nc(C)c2cc(OC)ccc2n1	-1.0	-2.4	-5.6	0.3	-6.4	13.4	-5.8	0.2	-5.2
Cc1nc(SCC(=O)NCc2cccs2)nc(C)c1C	-0.1	-4.4	0.3	8.5	0.1	21.4	-4.3	-0.2	3.0
Cc1ccc(C)c(N2CCN(C(=O)CCS(=O)(=O)c3cccc4nonc34)CC2)c1	-0.1	-4.6	15.3	4.0	3.3	2.2	0.6	-4.3	15.7
CCOc1ccc2c(C)c(C)c(=O)oc2c1OCC	1.6	12.0	-16.9	-2.9	2.9	3.0	0.8	-2.9	-24.2
CC1=C(C(=O)Nc2cc(-c3cccc(F)c3)[nH]n2)C2(CCCCC2)OC1=O	1.3	-0.7	9.9	11.3	5.0	4.5	-3.1	1.5	4.3
CCc1ccccc1NC(=O)CN(C)Cc1nc(N)nc(Nc2ccccc2C)n1	2.8	-5.8	-7.9	0.3	-4.8	-0.2	-12.6	-1.9	-18.9
CCOC(=O)c1cc(C(C)(C)C)oc1CNC(=O)c1c(C)oc2c1CCCC2	-0.4	2.2	-6.6	-8.0	9.8	6.2	-7.1	-5.0	-20.9
COC(=O)Cc1cc(=O)n2[nH]c(C)c(-c3ccccc3)c2n1	0.2	-3.8	-8.8	3.9	4.0	0.4	-5.0	-3.7	-2.1
C/C(=N\O)C(=O)NCc1ccccn1	-3.6	-11.6	-4.3	1.4	-2.6	-1.3	2.0	-1.0	-9.7
c1ccc(-c2nc(-c3ccccn3)no2)cc1	-8.3	-74.4	2.5	-66.6	0.0	-8.4	-3.9	0.8	21.5
CNC(=O)c1sc(SC)cc1-c1ccc(Cl)cc1	-1.9	-6.9	-7.3	-7.5	1.0	1.1	-9.7	0.6	-6.7
Cn1ncc2c(Nc3cccc4ccccc34)ncnc21	1.2	-3.6	3.4	6.0	-8.1	2.1	1.1	-0.9	-4.3
COc1ccc(NC(=O)CSc2nc3ccccc3c(=O)n2Cc2cccs2)c(OC)c1	-4.3	3.2	-5.6	7.0	-4.0	1.0	-7.8	0.6	1.2
Cc1cc(C(=O)N/N=C/c2cccs2)n[nH]1	0.7	-18.1	-1.9	-0.1	5.9	20.1	-6.0	-1.6	0.2
CCOc1ccc(S(=O)(=O)NCC2CCCO2)c2cccnc12 (configuration not stated)	-3.1	2.4	-4.6	-7.2	5.0	-13.0	-11.4	1.0	-1.5
O=C(CCNc1ccc(F)c(Cl)c1)c1ccco1	9.7	-13.3	-2.8	-2.5	-0.4	0.4	-4.5	28.1	18.2
COc1ccc(C(=O)N=c2sc3c(C)ccc(OC)c3n2C)cc1	-2.5	-26.3	-9.0	-0.6	5.1	1.0	-6.1	-4.4	-10.5
Cc1nc(C(=O)Nc2cccc(Cl)c2Cl)nn1-c1cc(OC(C)C)c(Cl)cc1Cl	-0.5	-17.5	-0.5	-1.3	20.1*	2.3	-7.0	-3.2	-137.2
Cc1cc2nc(/N=C(\N)NC(=O)C(C)C)nc(C)c2cc1C	-2.5	-12.7	3.2	-1.8	x	19.1	-7.4	0.8	-18.7
Cc1cc(NS(=O)(=O)c2ccc(NC(=O)CSc3nc4sc(C)c(C)c4c(=O)[nH]3)cc2)no1	-6.3	27.2	-6.0	6.4	2.2	31.5	8.8	-3.2	-14.8
O=C(Nc1nnc(C2CC2)s1)c1cc(-c2ccccc2)nn1-c1ccccc1	4.5	-13.5	8.3	-3.7	-8.0	-5.2	-3.3	-1.8	23.9
COc1ccccc1Cn1c(SCC(N)=O)nc2c(oc3ccccc32)c1=O	-1.0	-6.8	-0.9	4.8	2.8	19.0	-3.9	-0.8	4.2
CCOC(=O)CN1CC23C=CC(O2)C(C(=O)O)C3C1=O (configuration not stated)	0.5	-4.8	-3.6	1.9	-1.5	16.4	0.9	0.4	1.1
Cc1ccc(C(=O)CSc2ccc(-c3ccncc3)nn2)cc1	-4.4	1.4	-1.3	4.9	-0.2	2.1	0.0	1.4	-4.6
CCOC(=O)c1c(NC(=O)Nc2ccc(C)cc2)sc2c1CCN(C)C2	13.2	-14.4	-2.0	-0.1	x	-3.1	7.2	21.7	5.6
O=C(N/N=C/c1cccs1)c1cc(C2CC2)nc2ccccc12	-1.5	-8.4	5.2	-4.0	-5.6	-1.2	-7.0	-0.5	2.3
COc1cccc(C2=NNC(=NCc3ccccc3)SC2)c1	-2.5	5.3	0.0	6.4	-3.9	14.7	-12.1	3.9	4.5
O=C(NC(Cc1ccccc1)C(=O)NC(Cc1ccccc1)C(=O)O)c1ccccc1 (configuration not stated)	2.6	-3.5	-5.1	2.9	0.8	14.9	-3.5	-1.4	17.1
C=CCc1cccc(/C=N/NC(=O)CNc2ccccc2)c1O	5.5	-2.5	2.7	-0.2	-3.6	6.6	-1.1	1.6	-3.9
Cc1ccc(/C=N/NC(=O)C[n+]2ccccc2)o1	-0.4	-6.1	3.5	5.2	-0.3	18.4	-9.3	0.2	10.8
Cc1c(Nc2ncnc3c2cnn3-c2ccccc2)c(=O)n(-c2ccccc2)n1C	4.9	-18.1	0.3	3.6	-2.6	-0.3	-3.9	2.2	-13.8
N#CC(C#N)=C/C=C(\Nc1ccc(Cl)cc1)c1ccc(Cl)cc1	-1.6	x	11.2	4.6	x	16.0	1.9	11.0	19.4
COc1ccccc1NC(=O)COc1ccc(C(=O)OCC(=O)N2CCCC2=O)cc1OC	-6.9	-10.7	-1.8	5.5	4.4	16.7	2.7	-1.8	-15.0
CC(C)(C)CC(C)(C)NC(=S)N1CCN(Cc2ccc3c(c2)OCO3)CC1	2.8	-5.9	-1.7	-8.1	-1.0	19.6	-6.1	-0.1	-16.9
CCC(C)NCCCCOc1ccc(Br)cc1 (configuration not stated)	5.9	-14.2	-5.5	3.8	3.3	0.5	1.8	0.8	-20.2
O=C(COc1ccc(C2SCCS2)cc1)Nc1ccc(Cl)cc1	-7.8	1.7	-12.8	9.7	x	7.9	-9.8	0.2	10.9
CCOc1ccc(S(=O)(=O)n2nc(C)cc2C)c2ccccc12	-0.9	-11.8	-5.5	2.6	7.1	-1.4	-6.6	-1.2	-0.1
CSc1nc(NCc2ccco2)c2sc3nc(C(C)C)c4c(c3c2n1)CC(C)(C)OC4	-9.3	-9.8	-7.0	-3.0	3.3	0.0	-5.6	-7.0	-15.1
COc1ccc(CCNC(=O)C2CCCN2C(=O)NC2CCCCC2)cc1OC (configuration not stated)	-0.4	5.6	-0.9	0.9	1.7	-0.9	-3.0	-1.8	-5.9
Cc1ccc(C2(CCNS(=O)(=O)c3ccc(C)cc3)CCOC(C(C)C)C2)cc1 (configuration not stated)	3.0	-10.1	10.9	0.2	11.3	-1.4	-5.3	-4.2	1.1
CCn1ccnc1CN1CCc2c([nH]c3ccccc23)C1C(C)(C)C (configuration not stated)	-0.5	-4.9	14.6	-4.5	-5.0	-18.0	-1.0	2.0	34.2*
O=C(NCC(=O)N(Cc1cccs1)C(C(=O)NC1CCCC1)c1ccco1)c1cccs1 (configuration not stated)	5.7	-19.7	-1.1	-7.3	1.4	-0.8	-8.1	-229.7	2.0
N#CCSCC(=O)Nc1ccc(F)cc1	2.2	1.6	-11.3	-0.3	3.8	10.4	-0.8	1.2	-0.5
COc1ccc(CN2C(=O)c3ccccc3C(/C=N\OCc3ccc(C)cc3)C2=O)cc1 (configuration not stated)	40.4	-12.8	5.9	0.9	1.1	0.6	-9.1	3.5	4.5
Cc1cc(C(=O)N/N=C/c2ccc([N+](=O)[O-])cc2)c(C)o1	-5.8	-5.2	9.3	-2.0	-5.8	12.8	-9.2	-0.2	8.1
O=C(O)CCSc1nc(C(F)(F)F)cc(=O)n1-c1ccccc1	4.3	2.6	9.7	3.1	-1.7	0.5	0.2	0.3	-3.8
COc1cc(NC(=O)Cc2ccc([N+](=O)[O-])cc2)c(C(=O)O)cc1OC	2.4	-1.0	-15.4	-4.0	5.7	-0.8	-6.1	0.5	-29.6
Cc1onc(-c2ccccc2)c1C(=O)N[C@@H]1C(=O)N2[C@@H]1SC(C)(C)[C@@H]2C(=O)O	-2.2	x	8.6	-7.0	0.5	-10.6	-9.1	0.5	-10.0
COc1ccc(OC)c2[nH]c(=O)c(CCNC(=O)C(C)(C)C)cc12	-1.7	-7.2	5.4	0.6	-0.8	-1.7	-2.0	-0.8	1.5
COc1ccc(-n2nc(C(=O)NCC(=O)Nc3cccc(C)n3)c3ccccc3c2=O)cc1	-0.1	-19.6	1.4	1.8	6.9	-0.1	6.7	-1.7	-15.8
O=S(=O)(Nc1ccc(N2CCOCC2)cc1)c1cccs1	0.1	-9.6	-19.9	-1.2	6.7	-0.4	-4.0	1.8	1.2

# Screening results (PubChem)
